NSD2 HMT inh – blocks human histone methyltransferase NSD2; O96028; NSD2 peptide methylation, AlphaScreen, 120 min; inhibition, % at 12.5 µM; hit rate 0.54% among 310,000; in the data active = inhibition above about 50%
CDK5 p35 inh – CDK5/p35 (human) kinase inhibition; inhibition, % at 10 µM; Recombinant CDK5/p35, ADP-Glo luminescence, 60 min; hit rate 0.01% among 330,000; Q00535+Q15078;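 active = highest replicate inhibition of at least 50% and at least 75% of replicates reaching 50%; inconclusive = only one of the two criteria met; inactive = both criteria failed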;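 also: plate controls were DMSO neutral control for no effect and GW8510 at 10 µM for full effect; many of its hits are not listed in these tables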
Target sequence (Q00535 whole entry, looked up): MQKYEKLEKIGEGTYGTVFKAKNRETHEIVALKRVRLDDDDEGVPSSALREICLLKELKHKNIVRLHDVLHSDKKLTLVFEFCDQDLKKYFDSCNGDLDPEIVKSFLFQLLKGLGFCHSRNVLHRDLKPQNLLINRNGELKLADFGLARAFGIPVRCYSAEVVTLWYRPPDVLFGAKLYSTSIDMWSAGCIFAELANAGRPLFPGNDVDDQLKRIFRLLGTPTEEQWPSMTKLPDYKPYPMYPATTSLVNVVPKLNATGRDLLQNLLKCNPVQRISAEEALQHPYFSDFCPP
Target sequence (Q15078 whole entry, looked up): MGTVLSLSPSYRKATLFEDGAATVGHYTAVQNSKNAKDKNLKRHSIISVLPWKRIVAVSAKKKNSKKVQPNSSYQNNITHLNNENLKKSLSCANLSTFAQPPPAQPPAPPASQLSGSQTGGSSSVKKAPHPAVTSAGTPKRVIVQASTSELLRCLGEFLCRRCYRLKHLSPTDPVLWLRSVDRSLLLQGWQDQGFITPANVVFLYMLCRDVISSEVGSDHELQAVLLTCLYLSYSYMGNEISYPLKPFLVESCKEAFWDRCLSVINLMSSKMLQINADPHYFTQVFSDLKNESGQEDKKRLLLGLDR
MITF act – MITF TRPM1 promoter activation in melanoma cells. SK-MEL-5 TRPM1-promoter luciferase, 24 h; % of positive control, neutral wells = 0. activation, % at 12.5 µM. hit rate 0.75% among 300,000. AID 588334;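 active = mean activation of at least 80% with every replicate also reaching 80%; inconclusive = mean reaches 80% but some replicate falls short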;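 also: 0% = neutral control wells and 100% = parthenolide positive control wells; values of inactives mirror those of a sister screen read the other way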
PKA-R2B act – activates the human PKA-R2B holoenzyme complex. P22694+P31323. activation, % at 11.4 µM. PKA-R2B holoenzyme dissociation, Cy5-IP20 fluorescence polarization; R2B truncated from residue 108, S112A mutant; 0% DMSO only, 100% 113 µM cGMP. hit rate 0.079% among 340,000;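 active = activation above a cutoff set at the mean over all compounds plus 3 SD, cut at about 18% in these data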;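 also: higher means more holoenzyme dissociation and a rise in polarization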
Mot1-301 SUMO – inhibitors of SUMOylation pathway: yeast Mot1-301 growth rescue. S. cerevisiae Mot1-301 growth rescue, ATP luminescence, 38.5C; percent above DMSO median, 100 means doubled. hit rate 1% among 320,000. growth rescue, % at 18.8 µM. AID 2716;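 active = every valid replicate shows activation above 250% relative to neutral control wells; inactive = the rest, any valid replicate at or below 250%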;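 also: OY570 slx delta 5 strain wells were the positive control but not used for scaling; some compounds called inactive have numbers as strong as hits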
PKA-R1A act – activates the PKA-R1A holoenzyme complex; activation, % at 11.4 µM; P00514+P68181; hit rate 0.083% among 340,000; PKA-R1A dissociation, Cy5-IP20 fluorescence polarization; scaled: DMSO 0%, 113 µM cGMP 100%;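 active = percent activation above the mean of all tested compounds plus 3 SD, cut at about 19% in these data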;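 also: higher means more PKAc released from R1A so a rise in polarization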
dFosB activator – activators of mouse delta FosB homodimer; activation, % at 25 µM; purified delta FosB, TAMRA-CDK5 oligo fluorescence polarization; percent of positive-control signal above neutral wells; P13346; hit rate 0.99% among 340,000;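 active = mean activation above about 17%, with every replicate also reaching it, limit read from the data, passing the limit was not always enough; inconclusive = only one of the two conditions met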;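 also: fluorescence polarization rise as delta FosB binds a TAMRA Cdk5 AP-1 oligo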
SR-BI HDL uptake – inhibitors of mouse SR-BI mediated HDL lipid uptake. Q61009. ldlA[mSR-BI] CHO cells, DiI-HDL uptake fluorescence, 3 h. inhibition, % at 12.5 µM. hit rate 0.96% among 320,000;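 active = mean replicate inhibition of at least 70% and a set share of replicates each scoring 70 or more; inconclusive = meets just one of the two criteria; inactive = fails both criteria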;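 also: 0% = median of neutral control wells and 100% = median of positive control wells; values of inactives mirror those of a sister screen read the other way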
Target sequence (Q61009 whole entry, looked up): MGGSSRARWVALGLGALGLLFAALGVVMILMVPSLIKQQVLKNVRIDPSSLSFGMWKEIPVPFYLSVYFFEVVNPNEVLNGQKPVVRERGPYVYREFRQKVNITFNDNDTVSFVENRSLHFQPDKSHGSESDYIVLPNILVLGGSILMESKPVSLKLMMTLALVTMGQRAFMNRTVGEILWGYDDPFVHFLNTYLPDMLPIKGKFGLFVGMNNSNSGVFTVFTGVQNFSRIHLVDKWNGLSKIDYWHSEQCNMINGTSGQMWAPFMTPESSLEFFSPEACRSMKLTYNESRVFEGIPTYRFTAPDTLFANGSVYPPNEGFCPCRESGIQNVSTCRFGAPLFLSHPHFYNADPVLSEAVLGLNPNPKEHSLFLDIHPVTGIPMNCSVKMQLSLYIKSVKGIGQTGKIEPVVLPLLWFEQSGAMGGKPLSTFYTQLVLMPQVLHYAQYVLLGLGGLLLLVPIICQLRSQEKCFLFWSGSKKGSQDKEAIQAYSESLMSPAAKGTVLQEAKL
DSG3 Ab inh – blocks pemphigus antibody binding to human desmoglein-3; P32926; DSG3-coupled beads, scFv-anti-DSG3-GFP binding, flow cytometry; active compounds read low; binding (percent of control), % at 10 µM; hit rate 0.48% among 310,000;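 active = binding more than 3 SD below its plate's average and above zero; inconclusive = below that plate limit but binding exactly zero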;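 also: hits lower antibody fragment binding to DSG3; some compounds called inactive have numbers as strong as hits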
Arr AP2 block – blocks beta-arrestin peptide binding to AP2 adaptin; hit rate 0.31% among 340,000; inhibition, % at 10 µM; FITC-arrestin peptide / GST-AP2 beads, flow cytometry; AP2 beta2 appendage carries R879A mutation;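 active = inhibition above a set limit, near 3 SD of compounds lacking own fluorescence, cut at about 54% in these data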;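 also: plate controls were DMSO wells for no effect and 5 µM unlabelled arrestin peptide for full effect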
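System: GST-tagged AP2 beta2-adaptin appendage (R879A) on 4 µm glutathione beads / Reagent: FITC-arrestin peptide, 50 nM / Detection: HyperCyt-sampled flow cytometry, FL1 channel, ex 488/em 535 nm / Timing: 12 min plus 1 h, RT / Buffer or medium: PBS plus Tween 20 (0.05%) and BSA (0.1%)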
SR-BI uptake up – activators of SR-BI mediated HDL lipid uptake; activation, % at 12.5 µM; CHO ldlA[mSR-BI] cells, DiI-HDL uptake fluorescence, 3 h; 100 = double the neutral-control signal; hit rate 0.096% among 320,000;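 active = mean replicate activation of at least 60% and every replicate at or above 60%; inconclusive = mean or all-replicate condition met, but not both; inactive = mean below 60% and not all replicates reaching 60%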;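 also: 0% = median plate neutral-control signal and 100% = twice that signal; values of inactives mirror those of a sister screen read the other way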
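Test system: SR-BI-overexpressing, LDLR-lacking CHO cells; Also added: labelled HDL, 10 µg/mL; Measured by: bottom-read cell fluorescence after medium removal, ex 550/em 595 nm; Timing: 3 h uptake period with compound, 37 °C; Buffer or medium: F12, 0.5% BSA, 25 mM HEPES; Doses: single compound concentration, delivered by pin transfer.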
The depositor's hits bear a star; ? = inconclusive; nt = no result given.

The line under a structure holds: NSD2 HMT inh	CDK5 p35 inh	MITF act	PKA-R2B act	Mot1-301 SUMO	PKA-R1A act	dFosB activator	SR-BI HDL uptake	DSG3 Ab inh	Arr AP2 block	SR-BI uptake up
> CC(=O)N(C)c1ccc(NC(=S)Nc2cccc3ccccc23)cc1
  5	-0.9	2	-5	48	-7	-10	-28	99	3	28
> Cc1ccc(S(=O)(=O)/N=C(\CSC(N)=O)Nc2ccccc2)cc1
  0	-0.2	10	4	5	7	-2	-19	98	-2	19
> COc1ccc(-n2cc(CNC3CCN(C)CC3)c(-c3cccc(F)c3)n2)cc1
  2	0.9	5	-8	29	4	5	-10	103	-5	10
> Cc1ccc(C)c(NC(=S)N2CCN(c3cccc(C(F)(F)F)c3)CC2)c1
  0	-1.1	nt	-11	12	-6	1	2	99	-3	-2
> O=C1CCCN1c1ccc(S(=O)(=O)N2CCCCC2)cc1
  0	1.1	-1	2	5	5	-7	4	nt	10	-4
> COC(=O)COc1ccc(S(=O)(=O)Nc2ccc3c(c2)OCCO3)cc1Cl
  0	-0.7	5	5	-9	-3	-12	-16	nt	9	16
> Cc1sc2ncn(CC(=O)N(CC(=O)NC3CCCC3)Cc3cccs3)c(=O)c2c1C
  -1	-0.4	3	6	2	3	-13	20	100	-26	-20
> O=C(Nc1ccn([C@H]2CC[C@@H](CO)O2)c(=O)n1)c1ccccc1
  0	1.5	nt	-6	1	-6	-2	-18	104	7	18
> CCOC(=O)c1nn(C)c(=S)n(C)c1=O
  -1	1.7	1	2	nt	-4	-7	-14	123	25	14
> Fc1ccccc1OCCSc1ncnc2nc[nH]c12
  -3	-0.7	8	1	5	-17	12	-13	106	4	13
> COC(=O)c1ccccc1S(=O)(=O)NNC(=O)C1COc2ccccc2O1 (centres undefined)
  -1	-3.8	-3	-12	nt	-13	5	-6	129	0	6
> CC(=O)/C(N=Nc1ccc2c(c1)OCO2)=C(\C)O
  7	2.2	52	-1	15	8	1	-2	105	-2	2
> Cc1c(Cl)cc(-n2cnnn2)cc1[N+](=O)[O-]
  -1	0.7	2	13	197	-1	-13	-7	103	34	7
> CCOc1cccc2sc(N(CCCN(C)C)C(=O)c3ccc(S(=O)(=O)N(C)Cc4ccccc4)cc3)nc12
  2	0.4	-94	-3	-20	-9	24*	4	111	-3	-4
> CN(CCC#N)c1ncnc2scc(-c3ccccc3)c12
  -2	1.9	7	16	13	3	-1	65	114	0	-65
> CCOc1cc(C(=S)N2CCOCC2)ccc1OC(=O)c1ccc(C)cc1
  -1	-0.6	nt	-4	414*	-5	-8	-8	142	-6	8
> COc1ccnc(CS(=O)c2nc3cc(C(O)(F)F)ccc3[nH]2)c1OC (centres undefined)
  -2	-6.9	-2	-1	-13	-6	2	6	85	-7	-6
> CC(C)CN(C(=O)COC(=O)COc1ccc2ccccc2c1)c1c(N)n(Cc2ccccc2)c(=O)[nH]c1=O
  -1	1.2	-10	0	138	-7	8	-8	93	5	8
> CCOC(=O)CCCN1CC(O)=C(c2nc3ccccc3s2)C1=N
  1	-1.3	15	6	8	0	-4	3	102	12	-3
> CC(=O)N/C(=C/c1ccc2c(c1)OCO2)C(=O)NCCO
  -3	-2.5	0	-3	-14	-10	-1	-20	104	3	31
> O=C(CCCN1C(=O)c2cccc3cccc(c23)C1=O)N1CCc2ccccc2C1
  -5	-0.9	5	-5	0	-3	7	0	90	-25	0
> C#CCSc1n[nH]c(=O)n1-c1cccc(C(F)(F)F)c1
  -3	2.0	-2	-3	-7	-2	2	-12	109	-15	12
> CC1(C)NC(=O)N(CC(O)COC2CCCCC2)C1=O (centres undefined)
  0	-0.4	-11	-6	-4	-2	-4	-14	104	27	14
> Clc1ccc2c(NCc3ccccc3)ccnc2c1
  -5	0.1	nt	6	-12	3	-1	nt	114	1	nt
> Cc1cccc2nc(CNc3ccc(F)cc3)cn12
  4	1.0	29	8	644	-7	2	-20	98	23	20
> COc1ccc(C2c3sc(=O)[nH]c3SC3C4CCC(C4)C23)cc1OC (centres undefined)
  6	0.0	3	-22	7	-5	-8	?	94	-9	-72
> COc1ccc(-n2c(SC)nc3sc4c(c3c2=O)CCN(C)C4)cc1
  nt	1.8	0	-8	nt	-10	-6	-3	103	19	3
> CSCCC(NC(=O)c1ccccc1Br)C(=O)NNC(=O)c1cc(C)oc1C (centres undefined)
  3	-0.8	2	1	-6	7	-10	7	nt	-1	-7
> CCCn1c(/C=N/Nc2nc3ccccc3[nH]2)nc2ccccc21
  2	-0.2	-21	-4	nt	2	?	69	101	nt	-69
> O=C(COc1ncnc2ccccc12)NC(=O)NCc1ccccc1
  -1	-1.2	-7	4	-10	1	0	-7	99	4	7
> COc1cccc(NC(=O)C2CCCN(S(=O)(=O)c3ccc(-n4cnnn4)cc3)C2)c1 (centres undefined)
  -1	0.2	nt	7	5	0	-9	-4	98	0	4
> CCn1nc(C)c(CNC(=O)CC2C(=O)NCCN2CC(C)C)c1C (centres undefined)
  nt	0.3	4	4	25	5	-5	nt	96	37	nt
> COc1ccc(Cc2nnc(SCC(=O)N(C)c3ccccc3)o2)cc1
  0	0.9	9	-4	7	-3	-6	-4	108	7	nt
> COC(=O)CSCC(=O)Nc1nnc(-c2ccccc2C)s1
  nt	-0.8	-1	-5	-6	-3	-5	-13	101	16	13
> O=C(CCS(=O)(=O)c1cc(Br)cc2c1N(C(=O)C1CC1)CC2)NCc1ccco1
  2	-0.1	-9	11	nt	-7	-1	-2	114	-7	2
> CCN1C(=O)CS/C1=N\S(=O)(=O)c1ccc(Cl)cc1
  6	-0.7	6	-2	-19	-2	-3	-31	116	32	31
> CN(Cc1c(C(=O)N/N=C/c2cccc(O)c2)nnn1-c1nonc1N)c1ccccc1
  8	-1.2	-12	-1	28	-7	-6	1	99	48	-1
> O=C1CC(SCCc2nc3ccccc3[nH]2)C(=O)N1c1ccc(Cl)cc1 (centres undefined)
  3	-0.5	3	3	-10	12	-4	0	92	19	0
> Cc1c(/C=N/Nc2ccc(C(=O)O)cc2)c2ccccc2n1C
  3	2.3	90*	-6	-6	-11	-8	nt	100	13	nt
> CSc1ncccc1C(=O)Nc1ccc(S(=O)(=O)N2CCCC2)cc1
  nt	0.6	10	-11	8	5	-9	9	73	-12	-9
> CN(C)c1ccc(C2(c3ccc(N(C)C)cc3)OC(=O)c3cc(N)ccc32)cc1
  3	1.5	-9	-1	-7	3	-8	-8	107	15	8
> C=CCn1c(SCCOc2ccc(OC)cc2)nnc1C(CO)NC(=O)c1ccc(OC)cc1 (centres undefined)
  1	1.1	-3	-6	-15	-10	1	18	97	5	-18
> CC(NC(=O)N1CCN(c2ccccc2F)CC1)c1ccc(F)c(F)c1 (centres undefined)
  -2	-0.1	-2	-8	0	2	1	nt	101	21	nt
> S=c1[nH]nc(-c2cccs2)n1Cc1ccccc1
  -3	0.8	-9	0	3	2	-3	-17	112	-10	17
> Cc1cc(=O)[nH]c(N/N=C/c2ccc3c(c2)OCCO3)n1
  -3	0.8	10	-5	-18	12	-2	5	90	36	-5
> O=C(O)c1nn(CCOc2ccc(Br)cc2)c(=O)c2ccccc12
  -1	-0.7	9	5	-31	3	-16	-19	101	15	19
> COc1ccc(C2CC(=O)C3=C(C2)NC(C)=C(C#N)C3c2ccc(N(C)C)cc2)cc1 (centres undefined)
  -3	2.1	20	8	-7	-15	-7	65	105	-4	-65
> O=C(COC(=O)c1ccccn1)Nc1cccc2ccccc12
  0	-0.8	1	-5	2	10	-5	4	105	49	-4
> Cc1coc2cc3oc(=O)c(CC(=O)N[C@@H](CC(C)C)C(=O)O)c(C)c3cc12
  -3	0.2	16	-10	6	-7	-5	-5	97	4	5
> O=C(Nc1cccc(N=Cc2cc(Cl)cc(Br)c2O)c1)c1ccco1
  -2	-1.7	-4	7	243	3	0	33	112	10	-33

Continuation:
The line under a structure holds: NSD2 HMT inh	CDK5 p35 inh	MITF act	PKA-R2B act	Mot1-301 SUMO	PKA-R1A act	dFosB activator	SR-BI HDL uptake	DSG3 Ab inh	Arr AP2 block	SR-BI uptake up
> COc1ccc(C(=O)Nc2ccc([N+](=O)[O-])cn2)cc1OC
  -2	0.6	20	-5	-15	3	-9	14	98	23	-14
> CCc1ccccc1NC1c2ccccc2C(=O)N1c1cccnc1 (centres undefined)
  3	-0.5	1	-11	462*	-6	-3	-17	113	0	17
> O=C(COC(=O)CCC(NC(=O)OCc1ccccc1)C(=O)OCC(=O)Nc1ccccc1)Nc1ccccc1 (centres undefined)
  -2	-1.7	-1	-7	59	-10	-1	-2	nt	-27	2
> O=C(CN(C(=O)c1csnn1)c1ccc2c(c1)OCCO2)NCc1ccc(F)cc1
  -1	-0.9	5	6	10	-7	-2	-2	103	-4	2
> CCN(CC)CCN(C(=O)CCS(=O)(=O)c1ccccc1)c1nc2cc(OC)c(OC)cc2s1
  11	1.5	-3	-5	-8	-6	-5	-24	111	10	24
> O=C1NNC(=O)C2C3C=CC(C4CC34)C12 (centres undefined)
  -1	-1.9	2	4	-1	3	-1	18	97	-7	-19
> CCCCN(C(=O)C1CCCC1)c1c(N)n(CC(C)C)c(=O)[nH]c1=O
  -1	-0.1	3	1	-4	-4	-3	-28	nt	2	28
> CCN(C[C@H]1N[C@@](Cc2ccccc2)(C(=O)OC)[C@H]2C(=O)N(C)C(=O)[C@@H]12)S(=O)(=O)c1ccc(OC)cc1
  nt	-0.2	-6	1	3	-7	-11	-4	94	0	4
> O=C(O)c1ccc(CNC(=S)Nc2ccccc2)cc1
  0	1.4	9	2	-5	-2	2	4	111	4	-4
> O=C(CN1C(=O)NC2(CCCC2)C1=O)NCCC1=CCCCC1
  2	-1.3	-4	-7	-12	-4	1	-38	104	-10	38
> Cc1cc(C)nc(NC(=O)C(C)N2C(=O)c3ccccc3C2=O)n1 (centres undefined)
  -3	0.6	nt	-9	-2	-1	-2	-28	nt	28	28
> O=C(/C=C/c1ccc(S(=O)(=O)N2CCOCC2)cc1)N(CCO)Cc1ccccc1
  -6	-2.0	0	1	-37	-2	-5	nt	92	-8	nt

Screening results as filed in PubChem.
